Screening data: PubChem, several laboratories
E coli Lon inh: inhibits E. coli Lon protease. P0A9M0. purified E. coli Lon protease, fluorescence polarization. inhibition, % at 7.94 µM. 0.42% of 360,000 active. AID 602123; in the data active means inhibition above about 13%, passing the limit was not always enough;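 further: 0% = enzyme with probe and DMSO and 100% = no enzyme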
Rin1 Abl inh: inhibitors of human Rin1-Abl protein interaction; TR-FRET Rin1/Abl binding, biochemical; inhibition, % at 7.35 µM; 0.4% of 360,000 active; in the data active means inhibition above about 5%, passing the limit was not always enough
Neddyl block: inhibitors of human cullin neddylation; P61081+Q13564; TR-FRET cullin neddylation, biochemical; calls only at 25 µM; 0.58% of 360,000 active; AID 651699; in the data active means inhibition above about 36%
Target sequence (P61081 whole entry, looked up): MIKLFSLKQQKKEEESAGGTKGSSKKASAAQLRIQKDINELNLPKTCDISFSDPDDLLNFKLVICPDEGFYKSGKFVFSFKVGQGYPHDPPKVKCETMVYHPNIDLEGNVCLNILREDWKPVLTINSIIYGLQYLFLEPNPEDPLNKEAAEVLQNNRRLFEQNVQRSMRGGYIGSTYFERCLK
Target sequence (Q13564 whole entry, looked up): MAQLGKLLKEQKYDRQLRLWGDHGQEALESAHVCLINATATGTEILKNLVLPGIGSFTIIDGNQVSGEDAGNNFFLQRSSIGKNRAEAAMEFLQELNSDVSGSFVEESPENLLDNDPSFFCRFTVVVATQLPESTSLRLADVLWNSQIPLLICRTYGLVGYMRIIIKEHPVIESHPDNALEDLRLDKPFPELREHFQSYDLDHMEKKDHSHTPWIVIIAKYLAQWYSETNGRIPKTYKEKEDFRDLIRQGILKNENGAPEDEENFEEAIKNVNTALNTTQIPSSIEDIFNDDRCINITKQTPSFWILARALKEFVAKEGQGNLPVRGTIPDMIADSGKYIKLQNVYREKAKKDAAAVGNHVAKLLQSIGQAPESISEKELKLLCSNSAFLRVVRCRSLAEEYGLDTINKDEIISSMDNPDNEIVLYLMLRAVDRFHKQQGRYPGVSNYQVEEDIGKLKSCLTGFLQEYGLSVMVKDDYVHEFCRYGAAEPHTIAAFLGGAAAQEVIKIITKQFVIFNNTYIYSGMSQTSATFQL
PABP1 MLLE inh: inhibitors of microRNA-mediated deadenylation, human PABP1 MLLE binding; P11940; GST-MLLE / FITC-PAM2 fluorescence polarization; inhibition, % at 20 µM; 0.36% of 360,000 active; AID 588489; in the data active means inhibition above about 35%, passing the limit was not always enough;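 further: plate controls were DMSO wells with GST-MLLE for no effect and wells lacking GST-MLLE protein for full effect; some results filed as inactive read as strong as hits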
Tb MetRS inh: Trypanosoma brucei MetRS inhibition; inhibition, % at 11.9 µM; purified T. brucei MetRS, ATP depletion, Kinase-Glo luminescence; 0.4% of 360,000 active;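 active means inhibition above a per-plate cutoff of the control wells' mean inhibition plus 3 SD, cut at about 5.5% in these data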;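 further: 0% = DMSO wells median and 100% = median of wells with control inhibitor compound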
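Test system: purified T. brucei MetRS enzyme. Also added: ATP, methionine and E. coli bulk tRNA substrates. Compound: 11.9 µM single point. Schedule: 15 min enzyme-compound preincubation, 2 h reaction, 10 min detection, 25 °C. Signal: luciferase luminescence of residual ATP, Kinase-Glo. Evaluation: percent inhibition versus plate control medians. Controls: DMSO wells, low control.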
FAS TE block: FAS thioesterase (human) inhibition; AID 602261; recombinant FAS-TE, OMFH fluorogenic substrate, fluorescence endpoint; inhibition, % at 15 µM; 0.67% of 360,000 active;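 active means compounds whose normalised, plate-corrected inhibition of enzyme fluorescence in the single-dose primary screen is 50% or more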;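 further: 0% = DMSO with enzyme and 100% = substrate without enzyme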
bovine MsrA act: activates bovine MsrA enzyme; 0.3% of 360,000 active; AID 602163; purified bovine MsrA, absorbance read-out; activation, % at 10.6 µM; in the data active means activation above about 7.5%;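 further: 0% = vehicle and 100% = reference activator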
MsrA inh: inhibits bovine methionine sulfoxide reductase A; inhibition, % at 15.5 µM; purified bovine MsrA, absorbance read-out; AID 651718; 0.75% of 360,000 active; in the data active means inhibition above about 4.5%;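 further: 0% = vehicle wells with enzyme and 100% = reference inhibitor wells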
CSN inh: CSN deneddylation inhibition; 0.38% of 360,000 active; AID 651999; Q92905; inhibition, % at 12.5 µM; Purified CSN, SCF-Nedd8-OG deneddylation, fluorescence polarization;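 active means pattern-corrected inhibition above about 35%, with an unprinted fluorescence ratio check between 0.5 and 1.5, limit read from the data, passing the limit was not always enough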;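 further: 0% = enzyme with substrate and 100% = substrate without enzyme; some results filed as inactive read as strong as hits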
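Material: purified human Csn5 enzyme expressed in HEK293T cells / Medium: Tris buffer pH 7.5, NaCl, DTT, Tween-20, trehalose, ovalbumin / Compound dosing: 12.5 µM single point / Schedule: 90 min incubation of compound, enzyme and substrate at room temperature / Signal: fluorescence polarization of the substrate / Control set: no-enzyme wells high, enzyme-with-substrate wells low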
Active calls of the source: *; i = inactive; nt = no result given.

cpd	structure	E coli Lon inh	Rin1 Abl inh	Neddyl block	PABP1 MLLE inh	Tb MetRS inh
1	CC1CCN(S(=O)(=O)c2ccc3c(c2)N(CC(=O)NCCCOC(C)C)C(=O)CS3)CC1	0	2	i	13	-0.3
2	CCN(CC)S(=O)(=O)c1cc(C(=O)N=c2sccn2C)ccc1OC	-6	4	i	-2	-0.1
3	CC(C(=O)NC1CCCC1)N(c1ccc(Oc2ccccc2)cc1)S(C)(=O)=O (stereo not drawn)	-1	-1	i	9	0.5
4	CCn1cc([N+](=O)[O-])c(C(=O)Nc2ccn(Cc3ccccc3)n2)n1	-15	-5	i	2	-0.8
5	O=C(O)c1cccc(Br)c1	3	0	i	-6	-0.4
6	Cc1ccc(S(=O)(=O)N(C)CC(=O)OCC(=O)NC(=O)Nc2ccc3c(c2)OCCO3)cc1	15	-3	i	-9	-0.5
7	O=C(c1ccc2c(c1)OCO2)N(CC1CCCO1)C1(C(=O)NC2CCCCC2)CCCCC1 (stereo not drawn)	-16	2	i	-10	-0.5
8	COc1ccccc1N1CCN(S(=O)(=O)c2cc(C(F)(F)F)cc(C(F)(F)F)c2)CC1	6	0	i	2	0.5
9	O=C(NCC(c1ccco1)N1CCCCC1)c1cccc(NS(=O)(=O)c2ccc(Br)cc2)c1 (stereo not drawn)	-1	-2	i	8	-0.1
10	O=C(O)CSc1nc2ccccc2s1	11	1	i	11	-0.5

cpd	FAS TE block	bovine MsrA act	MsrA inh	CSN inh
1	25	-3	-0.7	1
2	-4	-6	1.4	3
3	1	0	-0.5	-2
4	-10	0	0.1	0
5	-6	-4	1.1	-3
6	-2	-2	0.7	-14
7	14	-4	0.2	3
8	16	-2	-1.1	2
9	4	-2	-1.0	3
10	-5	-3	-1.0	-3

(further entries)
cpd	structure	E coli Lon inh	Rin1 Abl inh	Neddyl block	PABP1 MLLE inh	Tb MetRS inh
11	COC(=O)c1c(NC(=O)C2CCC2)sc(C(=O)N(C)C)c1C	-7	-1	i	-3	-0.6
12	O=C(OC(C(=O)NC1CCCC1)c1ccc(F)cc1)c1ccno1 (stereo not drawn)	1	2	i	6	0.0
13	CCN(CC)S(=O)(=O)c1ccc(Cl)c(C(=O)Nc2ccc(Cl)cc2[N+](=O)[O-])c1	5	-1	i	-1	-0.1
14	C[N+](C)(C)CCN1CCc2ccccc21	-2	nt	i	nt	-0.3
15	O=C(C1CC1)N1CCN=C1SCc1cccc(C(F)(F)F)c1	-2	2	i	4	-0.5
16	O=C(COC(=O)c1ccc(F)cc1F)Nc1ccc2c(c1)OCO2	4	-2	i	-1	-0.1
17	Cc1cc(-n2nc(C)cc2C)n2nc(C)c(-c3ccccc3)c2n1	-7	-2	i	-4	-0.6
18	COn1c(-c2ccccc2)nc2c1CCc1c-2no[n+]1[O-]	-5	-3	i	7	-1.2
19	COc1ccc(CC(=O)NC(C)c2nnc(SCC(=O)Nc3cc(C)ccc3OC)n2C)cc1 (stereo not drawn)	-4	-1	i	-1	0.0
20	O=C(Nc1ccc2c(c1)Cc1ccccc1-2)c1ccco1	-8	6	i	8	-1.0

cpd	FAS TE block	bovine MsrA act	MsrA inh	CSN inh
11	-6	-8	1.8	2
12	-4	-4	-0.3	0
13	33	-1	-0.6	3
14	-10	-1	0.3	-5
15	4	-3	-1.4	3
16	-1	-7	-0.6	3
17	-4	-10	-0.6	0
18	-4	-2	-1.0	4
19	-3	2	0.9	-5
20	13	-7	-0.3	0

More results follow.
cpd	structure	E coli Lon inh	Rin1 Abl inh	Neddyl block	PABP1 MLLE inh	Tb MetRS inh
21	O=C(Nc1ccc(-n2cnnn2)cc1)c1cc(S(=O)(=O)N2CCCC2)ccc1Cl	-6	6	i	-36	-0.1
22	O=C(NCCC(=O)N1CCN(c2ncccn2)CC1)c1ccccc1	-4	1	i	-7	-0.2
23	CCOC(=O)C1=C(N)OC2=C(C(=O)CC(C)(C)C2)C1c1cccs1 (stereo not drawn)	8	-3	i	-11	0.0
24	CCOc1ccccc1NC(=O)C1CC2CCCC(C1)C2=O (stereo not drawn)	3	-5	i	5	0.1
25	Cc1ccc(S(=O)(=O)N2C[C@H]3C(=O)C[C@@H](c4ccc(Cl)cc4)N(S(=O)(=O)c4ccccc4C)[C@H]3C[C@H]2c2cccc(Cl)c2)cc1	-6	-1	i	-2	-0.1
26	COc1cc(/C=N/NC(=O)C2C3CCCCC32C)cc(Br)c1O (stereo not drawn)	-3	-3	i	6	-0.4
27	Cc1oc2c(c1C(=O)NCc1ccccc1)CCCC2	0	8	i	12	0.1
28	CCSc1nnc2c(n1)OC1(CCCC1)Nc1ccccc1-2	-10	-3	i	-26	-0.1
29	O=C(O)c1cccc(N(CCO)CCO)c1	-4	-5	nt	-8	-0.8
30	Cc1cc(C(=O)CSc2nnc(N)s2)c(C)n1Cc1cccs1	-15	0	i	17	-1.3

cpd	FAS TE block	bovine MsrA act	MsrA inh	CSN inh
21	0	-4	0.5	-3
22	-8	-2	0.2	4
23	0	3	3.1	-2
24	-4	-2	0.0	0
25	22	-7	1.3	10
26	-1	-3	4.2	-2
27	-1	-2	-0.1	-2
28	-8	-2	0.6	2
29	-3	-1	-1.2	2
30	-12	-13	0.0	8

Part of the list above, limited to CSN inh and MsrA inh:
| no. | compound | CSN inh | MsrA inh |
| --- | --- | --- | --- |
| 4 | CCn1cc([N+](=O)[O-])c(C(=O)Nc2ccn(Cc3ccccc3)n2)n1 | 0 | 0.1 |
| 5 | O=C(O)c1cccc(Br)c1 | -3 | 1.1 |
| 6 | Cc1ccc(S(=O)(=O)N(C)CC(=O)OCC(=O)NC(=O)Nc2ccc3c(c2)OCCO3)cc1 | -14 | 0.7 |
| 7 | O=C(c1ccc2c(c1)OCO2)N(CC1CCCO1)C1(C(=O)NC2CCCCC2)CCCCC1 (stereo not drawn) | 3 | 0.2 |

Continued.
cpd	structure	E coli Lon inh	Rin1 Abl inh	Neddyl block	PABP1 MLLE inh	Tb MetRS inh
31	CCc1cc2c(C)ccc(C)c2nc1SCC(=O)Nc1c[nH]c(=O)[nH]c1=O	0	-5	i	-8	-0.7
32	COc1ccc(CNCC(O)(c2ccccc2)c2ccc(F)cc2)cc1 (stereo not drawn)	1	4	i	-8	-0.1
33	CC(C)Cn1c(N)c(C(=O)CSc2nccn2C)c(=O)n(C)c1=O	-16	5	i	3	-0.6
34	O=S(=O)(c1ccccc1)N1N=C(c2cccs2)CC1c1cccc(O)c1 (stereo not drawn)	-3	-2	i	-2	-0.4
35	Cc1cc(C)n(-c2ccc(C(=O)Nc3ccc(S(=O)(=O)N(C)C)cc3)cc2)n1	0	-1	i	-12	0.2
36	O=C(/C=C/c1ccc(Cl)cc1)NCc1ccncc1	0	2	i	3	-0.7
37	COc1ccc(OC)c(NC(=O)C(=O)N/N=C/c2ccccc2[N+](=O)[O-])c1	2	0	i	-9	-0.2
38	CC(C)CCn1nnnc1C(c1ccccc1)N1CCC(C(N)=O)CC1 (stereo not drawn)	-2	2	i	-13	-0.9
39	COc1ccccc1N1C(=O)CC(Sc2ccccc2N)C1=O (stereo not drawn)	3	1	i	14	-2.0
40	C/C(=N\Nc1nc(Cl)c(Cl)cc1Cl)c1ccc(S(=O)(=O)NCc2ccco2)cc1	-9	0	i	7	-0.1

cpd	FAS TE block	bovine MsrA act	MsrA inh	CSN inh
31	-2	-3	0.5	13
32	7	2	-0.9	1
33	-6	-10	-0.4	-4
34	7	-2	0.9	2
35	1	-3	-1.4	4
36	-6	-8	-1.4	4
37	8	-3	0.0	-4
38	-6	-2	-0.7	1
39	-4	-11	0.9	2
40	52*	-1	2.3	1

An excerpt from above in order of the PABP1 MLLE inh value, ascending.
no.	Structure	PABP1 MLLE inh
16	O=C(COC(=O)c1ccc(F)cc1F)Nc1ccc2c(c1)OCO2	-1
3	CC(C(=O)NC1CCCC1)N(c1ccc(Oc2ccccc2)cc1)S(C)(=O)=O (stereo not drawn)	9
10	O=C(O)CSc1nc2ccccc2s1	11

The list continues:
cpd	structure	E coli Lon inh	Rin1 Abl inh	Neddyl block	PABP1 MLLE inh	Tb MetRS inh
41	CCCNc1c(NS(=O)(=O)c2ccc(C)cc2C)c(=O)oc2ccccc12	7	0	i	-6	-0.3
42	Cc1oc(-c2cccc(Cl)c2)nc1CN1CCC(C(=O)NCc2cccnc2)CC1	-4	-2	i	-21	0.5
43	COc1ccc(/C(C)=N/NC(=S)NCCc2ccccc2)c(O)c1	-1	-1	i	13	-0.4
44	CC(C)C(CCNC(=O)CC(Cc1ccccc1)c1ccco1)c1ccco1 (stereo not drawn)	0	2	i	-1	-1.0
45	Cc1ccc(CSC2=NCCN2C(=O)C(C)Oc2ccccc2)cc1 (stereo not drawn)	10	-4	i	15	-0.6
46	CC(C)Oc1ccc(CN2CCC2(C)C(=O)Nc2cccc(Oc3ccccc3)c2)cc1 (stereo not drawn)	-5	-8	i	6	0.2
47	COC(=O)COc1ccc(S(=O)(=O)N2CCN(c3ccccc3)CC2)cc1	-2	-4	i	-1	0.4
48	C=CCn1c(SCCC(=O)O)nnc1-c1cccs1	-3	3	i	0	-1.5
49	CSc1ccc(S(=O)(=O)N2CCC(C(=O)NCCCn3ccnc3)CC2)cc1	8	-5	i	-13	-0.4
50	CC(NC(=O)c1ccccc1Br)c1nnc(SCc2ccc([N+](=O)[O-])cc2)n1C (stereo not drawn)	-9	1	i	3	-0.4

cpd	FAS TE block	bovine MsrA act	MsrA inh	CSN inh
41	4	-1	0.9	1
42	-6	3	-2.3	-1
43	23	-1	1.6	-3
44	8	-8	1.3	12
45	-2	-1	-0.3	0
46	23	-1	-0.2	-4
47	10	-3	1.4	0
48	-3	-13	-0.2	-1
49	-9	-3	-0.3	4
50	3	0	-0.8	-4

The list continues:
cpd	structure	E coli Lon inh	Rin1 Abl inh	Neddyl block	PABP1 MLLE inh	Tb MetRS inh
51	O=C(O)CCCN1C(=O)c2cccc3cccc(c23)C1=O	-10	1	i	-12	-0.1
52	O=C(Nc1ccc(C(=O)N2CCCC2)cc1)C1CC1	0	2	i	14	-1.5
53	CCC1(C)Cc2c(sc3nc(NN)n(C)c(=O)c23)CO1 (stereo not drawn)	-7	-4	i	13	0.5
54	Cc1ccc(NC(=O)N2CCC(c3ccccc3)C2)cc1C (stereo not drawn)	-2	-1	i	1	-1.2
55	Cc1nn2c(-c3ccncc3)ccnc2c1Br	3	-2	i	-6	-0.1

cpd	FAS TE block	bovine MsrA act	MsrA inh	CSN inh
51	-4	-3	1.9	-2
52	-8	0	-0.7	3
53	0	-2	0.6	-4
54	0	-6	-0.4	-2
55	-9	-4	-0.5	-1
